Screens: PubChem, several laboratories
Dyrk1A ADPGlo: Dyrk1A (rat) kinase inhibition | ADP-Glo luminescence, NFATc1 peptide | inhibition, % at 12.5 µM | 0.43% of 310,000 active | AID 504441 | Q63470; in the data active = inhibition above about 50%;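 also: plate controls were vehicle with enzyme for no effect and no enzyme for full effect; many of its hits are not listed in these tables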
HDAC3 inhib: human HDAC3 inhibition; O15379; AID 2718; 0.15% of 320,000 active; inhibition, % at 8.3 µM; recombinant HDAC3, fluorogenic peptide/trypsin coupled, fluorescence; in the data active = inhibition above about 26%, passing the limit was not always enough
KCNK9 block: inhibitors of human KCNK9 two-pore domain potassium channel. Q9NPC2. HEK293 KCNK9, FluxOR thallium flux fluorescence; hits give low values. B-score at 10 µM. 1.2% of 310,000 active. AID 488922;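 active = ratio B-score over 3 SD below the library mean, with starting fluorescence within 5 SD of its mean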;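 also: negative B-score means less thallium flux so channel inhibition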
Target sequence (Q9NPC2 whole entry, looked up, the tested form may be a part): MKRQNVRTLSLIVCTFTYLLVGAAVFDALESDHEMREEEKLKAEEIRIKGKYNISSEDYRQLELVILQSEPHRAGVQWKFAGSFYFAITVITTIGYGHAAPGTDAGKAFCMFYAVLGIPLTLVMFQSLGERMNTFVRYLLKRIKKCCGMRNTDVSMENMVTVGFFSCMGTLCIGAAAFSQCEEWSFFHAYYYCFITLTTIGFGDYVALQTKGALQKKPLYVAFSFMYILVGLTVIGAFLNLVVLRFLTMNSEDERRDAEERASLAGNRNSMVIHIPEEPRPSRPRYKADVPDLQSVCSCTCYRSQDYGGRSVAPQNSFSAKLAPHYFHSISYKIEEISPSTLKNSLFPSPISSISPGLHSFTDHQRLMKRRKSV
KCNQ1 block: inhibitors of human KCNQ1 potassium channel. P51787. CHO-K1 KCNQ1, FluxOR thallium flux fluorescence; hits give high values. 1.3% of 310,000 active. B-score at 10 µM;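 active = compounds whose thallium flux B-score, printed positive for inhibition, exceeds three library SD while starting fluorescence stays within three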;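 also: channel opened by potassium depolarization with thallium stimulus after 20 min compound exposure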
GSK3 alpha inh: blocks human GSK-3 alpha kinase | P49840 | ADP-Glo luminescence, 60 min | inhibition, % at 10 µM | 0.1% of 320,000 active | AID 2650;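 in the data active = inhibition above about 50%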;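 also: GST-tagged GSK-3 alpha with peptide substrate and 25 µM ATP; 0% = DMSO neutral wells and 100% = GW8510 positive control wells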
Target sequence (P49840 whole entry, looked up): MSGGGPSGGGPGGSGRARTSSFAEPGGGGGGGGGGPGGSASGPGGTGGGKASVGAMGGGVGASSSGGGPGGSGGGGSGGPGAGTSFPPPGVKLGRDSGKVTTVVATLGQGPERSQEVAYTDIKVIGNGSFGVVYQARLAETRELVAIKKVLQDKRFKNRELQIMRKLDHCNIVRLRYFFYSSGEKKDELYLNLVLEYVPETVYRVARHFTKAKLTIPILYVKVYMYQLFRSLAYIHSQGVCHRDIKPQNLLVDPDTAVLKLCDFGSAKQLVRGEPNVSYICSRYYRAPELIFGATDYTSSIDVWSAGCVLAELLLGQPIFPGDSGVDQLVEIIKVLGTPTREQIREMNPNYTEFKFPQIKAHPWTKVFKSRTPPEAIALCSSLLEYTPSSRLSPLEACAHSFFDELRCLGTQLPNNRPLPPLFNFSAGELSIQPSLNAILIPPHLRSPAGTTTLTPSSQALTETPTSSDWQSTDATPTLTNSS
RGS4 pot: RGS4 potentiation or activation. HEK293 M3R/inducible RGS4, carbachol calcium flux Fluo4; hits give low values. B-score at 10 µM. 0.92% of 310,000 active. AID 463111;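 active = B-score of the integrated calcium signal more than 4 SD below the library mean, with starting fluorescence not abnormally high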;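 also: negative B-score means reduced calcium response which marks RGS4 activation or potentiation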
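Reagent: ECmax carbachol challenge; Test system: M3R-expressing HEK293 line, RGS4 induced by doxycycline; Schedule: overnight RGS4 induction, 30 min dye load 37 °C, 20 min compound RT; Detection: calcium dye Fluo4 fluorescence; Read-out: Agonist-evoked peak-minus-minimum fluorescence over baseline, integrated ratio, B score.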
hERG rescue: compounds protecting human hERG from proarrhythmic drug block. Q12809. CHO-hERG, FluxOR thallium flux, dofetilide IC70 present. activation (rescue from dofetilide block), less the hit threshold, % at 10 µM. 0.51% of 310,000 active. AID 1511;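 active = activation above the mean of controls blocked by dofetilide plus 5 SD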;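 also: thallium influx through hERG after potassium depolarization seen as dye fluorescence rise; in these data hits start at about 4.7%; inactives centre near -7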
GSK3beta inhib: human GSK3beta kinase inhibition | AID 2097 | GST-GSK3beta kinase, ADP-Glo luminescence, 60 min; hits give low values | 0.038% of 300,000 active | activity score (negative = inhibition), % at 10 µM;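 active = more than half of replicate wells score below -50%, meaning over 50% inhibition versus plate controls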;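 also: 0% = median DMSO wells and -100% = median GW8510 positive control wells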
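Test system – GST-tagged human GSK3beta kinase, cell-free · Incubation – 60 min enzyme reaction, room temperature · Signal – ADP-Glo luminescence · Also added – peptide substrate and ATP at 25 µM · Controls – DMSO neutral wells and GW8510 at 20 µM as positive · Buffer or medium – Tris/MgCl2 kinase buffer · Measure – Luminescence-derived activity versus plate DMSO and GW8510 wells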
KCNQ1 act: potentiators or activators of human KCNQ1 potassium channel | AID 2648 | 0.35% of 310,000 active | CHO-K1 KCNQ1, thallium flux FluxOR fluorescence; hits give high values | P51787 | B-score at 10 µM;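 active = fluorescence ratio B-score, a plate-corrected score, at least three library SD, with initial intensity B-score within 5 SD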
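assay system = CHO-K1 cells stably expressing KCNQ1 | medium = assay buffer, equal DMSO in all wells | timing = 37 °C overnight plating, 90-min dark dye load, 20-min compound pretreatment | measured by = kinetic FluxOR thallium fluorescence, 10-s 1-Hz baseline, 110-s post-stimulus read | measure = fluorescence change relative to baseline, converted to B score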
PolyA inhibitor: inhibitors of polyadenylation in S. cerevisiae | S. cerevisiae SKY197-pL101 polyadenylation reporter, beta-gal luminescence; efflux-impaired pdr1/pdr3 knockout yeast; score 100 = 6 SD above DMSO | calls only at 12 µM | 0.02% of 300,000 active | AID 1875;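 active = lowest replicate activity score at least 50, where 100 means six control SD above control mean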;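 also: yeast exposed to compound for 9 h at 30 °C; higher score means more reporter readthrough which indicates perturbed polyadenylation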
KCNK3 block: human KCNK3 channel inhibition, primary screen. O14649. 0.84% of 340,000 active. B-score at 10 µM. CHO-KCNK3 thallium flux, FluxOR fluorescence; hits give low values;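 active = B-score under library mean minus 4 SD, starting fluorescence ratio at most library mean plus 5 SD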;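 also: more negative B-score means stronger inhibition of thallium flux through KCNK3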
Starred values were filed as active, the others as inactive; i = inactive; x = no result given. This is a subset; rates above refer to the full screens.

SMILES | Dyrk1A ADPGlo | HDAC3 inhib | KCNK9 block | KCNQ1 block | GSK3 alpha inh | RGS4 pot | hERG rescue | GSK3beta inhib | KCNQ1 act | PolyA inhibitor | KCNK3 block
CC(C)C(c1nnnn1CCc1ccccc1)N1CCOCC1 (configuration not stated) | 4 | -5 | i | i | -1 | i | -7 | -1 | i | i | i
CN1CCN(Cc2nc3ccccc3n2C)CC1CCO (configuration not stated) | -2 | 2 | i | i | 4 | i | -1 | 0 | i | i | i
COc1ccc(C(=O)N2CCN(S(=O)(=O)c3ccccc3)CC2)c(OC)c1 | 2 | -1 | i | i | 0 | i | -8 | 1 | i | i | i
O=C(COC(=O)c1cccc(S(=O)(=O)N2CCCC2)c1)Nc1ccccc1 | 1 | 11 | i | i | -1 | i | -9 | -2 | i | i | i
Cc1ccc(Nc2n[nH]c(C)c2[N+](=O)[O-])cc1C | -1 | 0 | i | i | -1 | i | -8 | 17 | i | i | i
Cn1c(=O)c([N+](=O)[O-])c(NCc2ccccc2)c2ccccc21 | 0 | -6 | i | i | 16 | i | -8 | 1 | i | i | i
COCCNC(=O)CSc1nc2cc3c(cc2c(=O)n1CCCC(=O)NCCc1ccc(OC)c(OC)c1)OCO3 | 5 | 0 | i | i | 2 | i | -10 | 3 | i | i | i
N/C(=N\OC(=O)c1cc(Cl)ccc1Cl)c1cccnc1 | -3 | 2 | i | i | -1 | i | -5 | -3 | i | i | i
O=C(NCc1nnc2c(C(F)(F)F)cc(Cl)cn12)c1cccnc1 | x | 1 | i | i | 3 | i | -6 | -4 | i | i | i
Cc1sc(NC(=O)c2cc(-c3ccc(Cl)cc3)nc3ccccc23)c(C(N)=O)c1C | 5 | 0 | i | i | 3 | i | -12 | 1 | i | i | i
CCCCNC(=O)Cc1ccc(C)cc1 | -8 | -1 | i | i | 1 | i | -3 | 0 | i | i | i
CC(C)[C@H](NC(=O)N1CCn2c1nc1ccccc12)C(=O)NC1CCCCC1 | 0 | -9 | i | i | 1 | i | -11 | 2 | i | i | i
COc1cc(Cl)ccc1OCc1cc(C(=O)N(C)Cc2cccc3cnccc23)no1 | 0 | 5 | i | i | 1 | i | -13 | -3 | i | i | i
COc1ccccc1C(=O)Nc1ccc(S(=O)(=O)N2CCOCC2)cc1 | 2 | 2 | i | i | 0 | i | -10 | 0 | i | i | i
Cc1ccc(NC(=O)C(=O)NCc2ccc(/C=N/NC(=O)c3c(C)nc4ccccn34)o2)cc1 | -5 | 3 | i | i | -4 | i | -4 | 2 | i | i | i
Cc1cc(S(=O)(=O)NCc2ccccc2)ccc1OCC(=O)NCc1ccccn1 | 2 | 3 | i | i | -1 | i | -7 | 2 | i | i | i
O=C(Cc1ccc(-n2c(=O)c3ccccc3n(Cc3ccc(F)cc3)c2=O)cc1)NCC1CCCO1 (configuration not stated) | 4 | -1 | i | i | -3 | i | -4 | 1 | i | i | i
COCCN(C(=O)CSc1nncn1-c1ccccc1)c1c(N)n(Cc2ccccc2)c(=O)[nH]c1=O | 2 | -1 | i | i | 2 | i | 0 | 1 | i | i | i
Cc1ccc(N(C)S(=O)(=O)c2csc(C(N)=O)c2)cc1C | 0 | -2 | i | i | -3 | i | -6 | -2 | i | i | i
Cc1ccc(-n2nc(C)c3c2OC(N)=C(C#N)C3c2ccco2)cc1 (configuration not stated) | 7 | 10 | i | i | -8 | i | -9 | 1 | i | i | i
O=C(NC1CCCC1)C(c1ccc(F)cc1)N(Cc1ccc(Cl)cc1)C(=O)CCl (configuration not stated) | x | -1 | i | i | -1 | i | -10 | -1 | i | i | i
CCCN(CCC)C(=O)NC1CC(=O)N(c2ccc(OC)cc2)C1 (configuration not stated) | x | -1 | i | i | -1 | i | -13 | 1 | i | i | i
COC(CNC(=O)C1CCC(CNS(=O)(=O)c2c(C)cc(C)cc2C)CC1)OC (configuration not stated) | 0 | -3 | i | i | 0 | i | -6 | -4 | i | i | i
O=C(N/N=C/c1ccc([N+](=O)[O-])cc1)c1cc2ccccc2o1 | 4 | -3 | i | i | 1 | i | -11 | -2 | i | i | i
O=C(O)c1ccc2c(c1)N(Cc1ccccc1)C(=O)c1ccccc1S2=O (configuration not stated) | 2 | 0 | i | i | -3 | i | -12 | 0 | i | i | i
NC(=O)CC(NC(=O)c1ccc(Br)cc1)c1ccc(NC2CCCCCC2)c([N+](=O)[O-])c1 (configuration not stated) | 28 | 9 | i | i | -1 | i | -11 | 2 | i | i | i
CS(=O)(=O)N(Cc1ccc(Cl)cc1)c1ccc(C(=O)NCCC2=CCCCC2)cc1 | -2 | 0 | i | i | -7 | i | -11 | 1 | i | i | i
Cc1ccc(C2NC(=O)c3sc(=S)n(-c4ccccc4)c3N2)cc1 (configuration not stated) | 14 | 0 | i | i | 2 | i | -15 | 2 | i | i | i
CC(Cc1cccs1)NC(=S)Nc1ccc(Cl)cc1 (configuration not stated) | 9 | -6 | -10* | 8* | 0 | -8* | -21 | -8 | i | i | i
COc1ccc(-c2cc(C(F)(F)F)nc(-n3ccnc3C)n2)cc1 | 4 | -2 | i | i | -1 | i | -12 | 2 | i | i | i

Nothing new here: entries from further up.
SMILES | Dyrk1A ADPGlo | HDAC3 inhib | KCNK9 block | KCNQ1 block | GSK3 alpha inh | RGS4 pot | hERG rescue | GSK3beta inhib | KCNQ1 act | PolyA inhibitor | KCNK3 block
Cc1ccc(C2NC(=O)c3sc(=S)n(-c4ccccc4)c3N2)cc1 (configuration not stated) | 14 | 0 | i | i | 2 | i | -15 | 2 | i | i | i
CC(Cc1cccs1)NC(=S)Nc1ccc(Cl)cc1 (configuration not stated) | 9 | -6 | -10* | 8* | 0 | -8* | -21 | -8 | i | i | i
COc1ccc(-c2cc(C(F)(F)F)nc(-n3ccnc3C)n2)cc1 | 4 | -2 | i | i | -1 | i | -12 | 2 | i | i | i

Further structures follow:
SMILES | Dyrk1A ADPGlo | HDAC3 inhib | KCNK9 block | KCNQ1 block | GSK3 alpha inh | RGS4 pot | hERG rescue | GSK3beta inhib | KCNQ1 act | PolyA inhibitor | KCNK3 block
C=CCn1c(C)nnc1SCC(=O)NC1CC1 | -5 | -10 | i | i | 0 | i | -4 | 0 | i | i | i
Cc1ccc(N2C(=O)CC(Sc3ncccn3)C2=O)cc1C (configuration not stated) | -1 | -1 | i | i | -2 | i | -1 | -1 | i | i | i
O=C(CNC(=O)c1ccc2c(c1)OCO2)N/N=C/c1cc(Br)ccc1O | 0 | 0 | i | i | -1 | i | -2 | 4 | i | i | i
CC(C)(C)c1ccc(C(=O)Nc2nonc2-c2nc3ccccc3[nH]2)cc1 | 0 | 3 | i | i | -1 | i | -9 | 1 | i | i | i
C=CCNc1nc(=S)[nH]c2cc(OC)c(OC)cc12 | 3 | -3 | i | i | 1 | i | -8 | -1 | i | i | i
COc1ccc(CCNC(=O)c2cc(C)oc2C)cc1 | 15 | -6 | i | i | -2 | i | -12 | 0 | i | i | i
CCN(CC1COc2ccccc2O1)C(=S)Nc1ccc(F)cc1 (configuration not stated) | 1 | 0 | i | i | -3 | i | -9 | 4 | i | i | i
COc1cc(/C=N/NC(=O)c2cnn3c(C)cc(-c4ccccc4)nc23)ccc1O | 2 | -9 | i | i | 3 | i | -6 | 0 | i | i | i
S=c1[nH]ncc2ccccc12 | 14 | 3 | i | i | 10 | i | -4 | -2 | i | i | i
COc1ccc(S(=O)(=O)NCC2CC3C=CC2C3)cc1OC (configuration not stated) | -9 | 3 | i | i | -2 | i | -6 | 2 | i | i | i
O=C(OC1CCS(=O)(=O)c2sccc21)c1ccccc1 (configuration not stated) | -2 | -3 | i | i | -4 | i | -7 | -1 | i | i | i
CCCn1nnc(NC(=O)c2cc(Br)ccc2OC)n1 | 3 | 1 | i | i | 1 | i | -5 | 0 | i | i | i
O=C(NCc1ccccc1)c1nc2ccccc2s1 | x | 0 | i | i | 2 | i | -14 | -2 | i | i | i
Cc1cccc(OCC(=O)NCc2cc(C)nc3ccccc23)c1 | 0 | 3 | i | i | -1 | i | -12 | x | i | i | i
C=CCSC1=N/C(=C\c2ccc3c(c2)OCO3)C(=O)S1 | 15 | -3 | i | i | -1 | i | -9 | 2 | i | i | i
Cc1cc(C)c(NC(=O)c2ccc(S(=O)(=O)N3CCOCC3)cc2)c(C)c1 | -3 | 6 | i | i | -1 | i | -4 | -27 | i | i | i
O=C(c1cc(Cl)nc2ccccc12)N1CCc2ccccc2C1 | 4 | 4 | i | i | 0 | i | -29 | -5 | i | i | i
O=C(NCCc1ccccc1)c1cc2ncc(Br)cn2n1 | 3 | 5 | i | i | 0 | i | -5 | -3 | i | i | i
CCOc1ccccc1NC(=O)COC(=O)CC(NC(N)=O)c1ccc(Cl)cc1 (configuration not stated) | -4 | 1 | i | i | x | i | -6 | 3 | i | i | i
O=C(O)CSc1nnc(-c2cccc(S(=O)(=O)N3CCCCC3)c2)o1 | -6 | -1 | i | i | 1 | i | -18 | 3 | i | i | i
CCN1C(=O)CC(N2CCC(C(=O)N3CCCCCC3)CC2)C1=O (configuration not stated) | -1 | 0 | i | i | 0 | i | -9 | 8 | i | i | i
COc1ccc(CN2CCn3ncc(C(=O)Nc4cc(C)cc(C)c4)c3C2=O)cc1 | 0 | -29 | i | i | -1 | i | -7 | 4 | i | i | i
Cc1cc(C(C#N)c2cccc(Cl)c2)n2ncnc2n1 (configuration not stated) | -1 | 7 | i | i | 43 | i | -9 | -3 | i | i | i
COc1cc(O)c2c(c1)COC2=O | 0 | -3 | i | i | 0 | i | -5 | -8 | i | i | i
Cc1ccc(NC(=O)C2C3CCC(O3)C2C(=O)O)cc1Cl (configuration not stated) | -4 | -4 | i | i | -1 | i | -1 | 1 | i | i | i
Cc1n(Cc2ccccc2)c2ccccc2[n+]1Cc1ccccc1 | -2 | 4 | i | i | -1 | i | -12 | 0 | i | i | i
CNC(=O)NC(=O)COC(=O)CCc1nc(=O)c2ccccc2n1C | 1 | -2 | i | i | -3 | i | 0 | -2 | i | i | i
CCNC(=O)COc1ccc(/C=N/NC(=O)c2cccnc2)cc1OC | -4 | 10 | i | i | -2 | i | -13 | 0 | i | i | i
COc1ccc(NC(=O)C2CC2)cc1-n1cnnn1 | 1 | 8 | i | i | -2 | i | 0 | 1 | i | i | i
